From PubChem
FAS-TE inh = FAS thioesterase domain inhibitors, primary screen, biochemical, fluorescence intensity, uHTS; Fatty acid synthase (Homo sapiens), P49327; recombinant FAS-TE, OMFH fluorogenic substrate, fluorescence endpoint; inhibition, % at 15 µM; hit rate 0.67% among 360,000; AID 602261, 2012;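 active means compounds whose normalised, plate-corrected inhibition of enzyme fluorescence in the single-dose primary screen is 50% or more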;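 further: 0% = DMSO with enzyme and 100% = substrate without enzyme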
MsrA inh = bovine MsrA enzyme inhibitors, primary screen, biochemical, absorbance, HTS; Methionine sulfoxide reductase A (Bos taurus); purified bovine MsrA, absorbance read-out; inhibition, % at 15.5 µM; hit rate 0.75% among 360,000; AID 651718, 2012; in the data active means inhibition above about 4.5%;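 further: 0% = vehicle wells with enzyme and 100% = reference inhibitor wells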
E coli Lon inh = inhibitors of E. coli Lon protease, primary screen, biochemical, fluorescence polarization. P0A9M0. inhibition, % at 7.94 µM. hit rate 0.42% among 360,000. AID 602123, 2011. purified E. coli Lon protease; in the data active means inhibition above about 13%, passing the limit was not always enough;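 further: 0% = enzyme with probe and DMSO and 100% = no enzyme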
Target sequence (P0A9M0 whole entry, looked up): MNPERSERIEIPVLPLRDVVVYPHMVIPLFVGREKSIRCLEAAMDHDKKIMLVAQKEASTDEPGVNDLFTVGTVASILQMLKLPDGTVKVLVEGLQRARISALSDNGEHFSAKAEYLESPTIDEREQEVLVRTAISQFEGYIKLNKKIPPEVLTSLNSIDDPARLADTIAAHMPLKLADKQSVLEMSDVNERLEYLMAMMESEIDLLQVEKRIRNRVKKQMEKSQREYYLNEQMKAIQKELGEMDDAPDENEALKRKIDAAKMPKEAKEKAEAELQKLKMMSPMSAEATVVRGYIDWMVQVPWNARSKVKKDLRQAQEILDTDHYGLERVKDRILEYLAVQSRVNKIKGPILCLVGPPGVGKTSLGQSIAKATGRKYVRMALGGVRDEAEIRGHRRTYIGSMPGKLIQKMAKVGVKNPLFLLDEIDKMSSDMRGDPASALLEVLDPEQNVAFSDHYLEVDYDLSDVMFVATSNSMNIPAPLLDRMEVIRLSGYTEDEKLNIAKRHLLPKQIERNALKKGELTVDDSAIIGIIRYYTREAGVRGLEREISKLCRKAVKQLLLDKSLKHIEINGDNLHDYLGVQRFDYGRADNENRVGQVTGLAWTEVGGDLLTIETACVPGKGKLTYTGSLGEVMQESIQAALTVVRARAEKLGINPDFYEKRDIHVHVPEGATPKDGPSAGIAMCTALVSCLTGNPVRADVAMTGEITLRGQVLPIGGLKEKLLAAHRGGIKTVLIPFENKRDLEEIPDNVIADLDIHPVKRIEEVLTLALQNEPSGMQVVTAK
bovine MsrA act = bovine MsrA enzyme activators, primary screen, biochemical, absorbance, HTS; Methionine sulfoxide reductase A (Bos taurus); purified bovine MsrA, absorbance read-out; activation, % at 10.6 µM; hit rate 0.3% among 360,000; in the data active means activation above about 7.5%;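 further: 0% = vehicle and 100% = reference activator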
Rpn11 inh = Rpn11 (PSMD14) deubiquitinase inhibitors, primary screen, biochemical, fluorescence polarization, uHTS; 26S proteasome non-ATPase regulatory subunit 14 (Homo sapiens), O00487; human 26S proteasome, Ub4-pepOG fluorescence polarization; 20S core pre-blocked with epoxomicin; calls only at 20 µM; hit rate 0.59% among 360,000; AID 588493, 2011;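 active means inhibition at 20 µM, scaled to each plate's controls, above about 33%, limit read from the data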
MT1-MMP act inh = blockers of MT1-MMP proenzyme processing, primary screen, HT1080 RFP-PRO-GFP cells, GFP/RFP fluorescence. hit rate 0.061% among 360,000. AID 651647, 2012. GFP/RFP ratio change, % at 20 µM. GFP/RFP ratio fluorescence, overnight; percent of plate control window, DMSO zero;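 active means GFP/RFP ratio change of at least 30% with cell ATP level not reduced by more than half and red fluorescence within 50% of control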; further: strong numbers were not always called active
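Read-out: GFP/RFP fluorescence ratio; Test system: RFP-PRO-GFP reporter HT1080 cells; Compound dosing: single-point 20 µM compound, 1% DMSO; Times: overnight compound exposure at 37 °C.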
Rin1 Abl inh = inhibitors of Rin1-Abl protein binding, primary screen, biochemical, TR-FRET. Tyrosine-protein kinase ABL1 (Homo sapiens) + Ras and Rab interactor 1 (Homo sapiens), …. inhibition, % at 7.35 µM. hit rate 0.4% among 360,000. AID 588664, 2011; in the data active means inhibition above about 5%, passing the limit was not always enough
CSN deneddyl inh = inhibitors of CSN-mediated cullin deneddylation, primary screen, biochemical, fluorescence polarization, uHTS | Purified CSN, SCF-Nedd8-OG deneddylation | hit rate 0.38% among 360,000 | inhibition, % at 12.5 µM | COP9 signalosome complex subunit 5 (Homo sapiens), Q92905;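 active means pattern-corrected inhibition above about 35%, with an unprinted fluorescence ratio check between 0.5 and 1.5, limit read from the data, passing the limit was not always enough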;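 further: 0% = enzyme with substrate and 100% = substrate without enzyme; some results filed as inactive read as strong as hits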
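Detection – fluorescence polarization · System – HEK293T-derived human Csn5 enzyme · Controls – substrate-only high control, full reaction low control · Timing – 90 min, room temperature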
PABP1 MLLE inh = inhibitors of PABP1 MLLE–PAM2 peptide binding, primary screen, biochemical, fluorescence polarization, FITC-PAM2, GST-MLLE. Polyadenylate-binding protein 1 (Homo sapiens), P11940. inhibition, % at 20 µM. hit rate 0.36% among 360,000; in the data active means inhibition above about 35%, passing the limit was not always enough;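 further: plate controls were DMSO wells with GST-MLLE for no effect and wells lacking GST-MLLE protein for full effect; some results filed as inactive read as strong as hits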
An asterisk follows results filed as active; i = inactive; nt = no result given. Hits appear at their usual frequency; 3.7% or so of the library scored in one or more.

Sample of the layout (3 entries):
SMILES	FAS-TE inh	MsrA inh	E coli Lon inh	bovine MsrA act	Rpn11 inh	MT1-MMP act inh	Rin1 Abl inh	CSN deneddyl inh	PABP1 MLLE inh
CCOC(=O)C1CCN(C(=O)Nc2ccc(OC(F)(F)F)cc2)CC1	-1	0.8	-7	-1	i	2	-1	-1	10
Cc1cc(C)cc(NC(=O)Nc2cnccn2)c1	-1	-0.2	0	-1	i	-5	1	-3	0
COc1ccc(NC(=O)c2cc(C3CCCCN3C(=O)C3CCCCC3)on2)c(C)c1 (stereo not given)	2	0.2	-2	2	i	0	4	1	5

All compounds of this part (from the top)
SMILES	FAS-TE inh	MsrA inh	E coli Lon inh	bovine MsrA act	Rpn11 inh	MT1-MMP act inh	Rin1 Abl inh	CSN deneddyl inh	PABP1 MLLE inh
CCOC(=O)C1CCN(C(=O)Nc2ccc(OC(F)(F)F)cc2)CC1	-1	0.8	-7	-1	i	2	-1	-1	10
Cc1cc(C)cc(NC(=O)Nc2cnccn2)c1	-1	-0.2	0	-1	i	-5	1	-3	0
COc1ccc(NC(=O)c2cc(C3CCCCN3C(=O)C3CCCCC3)on2)c(C)c1 (stereo not given)	2	0.2	-2	2	i	0	4	1	5
Cc1ccc(NC(=O)CSc2nc3c(c(=O)[nH]2)CN(Cc2ccc(F)cc2)CC3)cc1C	6	0.5	9	-3	i	8	-1	5	1
Cc1ccc(Nc2cnn(C34CC5CC(CC(CC(=O)O)(C5)C3)C4)c(=O)c2Cl)c(Cl)c1	-7	0.4	-4	-3	i	0	-3	0	11
Cc1ccc(NC(=O)CCc2c[nH]c3ccccc23)nc1	-1	0.9	1	-7	i	1	3	-3	6
CC1(NC(=O)c2cc(Cl)nc3ccccc23)CCS(=O)(=O)C1 (stereo not given)	-5	-0.1	-6	-5	i	0	1	-2	5
O=C(/C=C\Nc1cccc(F)c1)c1ccc2c(c1)OCO2	2	1.8	-10	-6	i	0	6	3	-18
O=C(/C=C/c1ccco1)NC(=S)Nc1cccc(-c2nc3ccccc3o2)c1	18	2.7	-1	-5	i	0	3	14	-5
COc1ccc(CCNC(=O)COc2ccc3c(C)cc(=O)oc3c2)cc1	-4	0.3	-13	-3	i	-1	3	0	-5
Cc1c(NC(=O)c2cn3ccccc3n2)cccc1-n1cnnn1	-8	-1.3	0	-4	i	0	-2	-2	-22
COC(=O)C(C)Sc1nc2c(cnn2-c2ccc(Cl)cc2)c(=O)[nH]1 (stereo not given)	2	1.3	-3	-1	i	3	1	-1	1
CC(C)c1ccc(NC(=O)c2cccnc2)cc1	-3	-0.4	0	0	i	-6	-2	4	5
Cc1ccccc1OCC(=O)Nc1sc2c(c1C#N)CC(C)(C)NC2(C)C	0	1.1	2	-1	i	3	3	0	5
CCOc1ccc(Cl)cc1-c1cc(C(=O)NCc2cc(C(F)(F)F)cc(C(F)(F)F)c2)[nH]n1	18	1.4	-5	0	i	2	2	1	-1
O=C(COC(=O)Cc1ccc(Cl)cc1Cl)Nc1ccc(OC(F)F)cc1	-3	2.4	12	-3	i	1	0	-8	-3
COc1ccc(-n2ncc3c(SCC(=O)OC(C)C)ncnc32)cc1	22	-1.3	-12	-2	i	2	-4	-3	2
Nc1c(C(=O)NC2CCCC2)c2nc3ccccc3nc2n1/N=C/c1ccco1	4	nt	-20	-1	i	-5	2	25	-13
Cc1cc([N+](=O)[O-])ccc1N	-8	1.6	-7	-3	i	5	1	-5	-5
Cc1ccc(-c2c3c(=O)n(C)c(=O)n(C)c3cn2Cc2ccccc2)cc1	5	1.5	-1	-3	i	2	3	-3	7
Cc1cc(Nc2cc(C(=O)O)ccc2C)n2ncnc2n1	-1	0.3	-2	0	i	5	0	-4	2
Cc1nn(-c2ccc(N3CCOCC3)nn2)c(C)c1CCC(=O)NCc1ccc(F)cc1	-4	-0.7	0	-1	i	2	1	3	23
O=C1C[C@@H]2c3c(cccc3CN1Cc1ccccc1F)C[C@@H](O)[C@H]2O	-12	-0.5	1	-3	i	4	3	2	16
COc1ccc(NC(=O)CN2C(=O)NC(C)(c3ccc4c(c3)OCCO4)C2=O)cc1S(N)(=O)=O (stereo not given)	-3	0.0	-3	-2	i	2	-1	0	-1

Profiles from above. Values in the order: FAS-TE inh	MsrA inh	E coli Lon inh	bovine MsrA act	Rpn11 inh	MT1-MMP act inh	Rin1 Abl inh	CSN deneddyl inh	PABP1 MLLE inh
Record of Cc1ccccc1OCC(=O)Nc1sc2c(c1C#N)CC(C)(C)NC2(C)C = 0	1.1	2	-1	i	3	3	0	5
Record of Cc1nn(-c2ccc(N3CCOCC3)nn2)c(C)c1CCC(=O)NCc1ccc(F)cc1 = -4	-0.7	0	-1	i	2	1	3	23

Continued.
SMILES	FAS-TE inh	MsrA inh	E coli Lon inh	bovine MsrA act	Rpn11 inh	MT1-MMP act inh	Rin1 Abl inh	CSN deneddyl inh	PABP1 MLLE inh
CC1CCc2c(sc(/N=C/c3cccnc3)c2C(N)=O)C1 (stereo not given)	1	0.1	4	0	i	-1	-2	0	12
Cc1noc(C)c1S(=O)(=O)N1CCC(C(=O)Nc2ccc(OC(F)(F)F)cc2)CC1	-9	0.2	3	-14	i	7	5	-7	-8
O=C1/C(=C/C=C/c2ccco2)SC(=S)N1NS(=O)(=O)c1ccccc1	8	0.0	17	-6	nt	-7	13*	62	-2
C/C(=C\C(=O)c1ccc(Br)cc1)NCc1ccccc1	18	2.3	-1	-1	i	2	-4	-2	16
CC(=O)Oc1ccccc1/C=C/c1nc2ccccc2c(=O)o1	12	1.4	-14	-3	i	-6	-1	12	-25
COc1ccc(/C=C2\SC(=S)N(CCC(=O)Nc3ccc(O)cc3)C2=O)cc1	2	0.3	0	-3	i	-1	-4	-3	2
O=S(=O)(N1CCOCC1)n1nnc2ccccc21	-7	-0.7	-4	-3	i	1	-2	-1	0
Cc1ccc(S(=O)(=O)N(C)C)cc1N	-4	2.3	-11	0	i	3	2	0	-10
C=CCNc1nc2c(c(=O)n(C)c(=O)n2C)n1Cc1ccc(F)cc1	-2	-0.1	-5	0	i	-1	-3	-3	12
CN(c1cccc(NS(=O)(=O)c2cccc([N+](=O)[O-])c2)c1)S(C)(=O)=O	-8	-0.5	-11	-9	i	0	2	-10	0
Cc1nc2nc(-c3ccccc3)[nH]n2c(=O)c1Cc1ccccc1	-5	-0.6	-3	-1	i	5	3	-2	10
CN(C)CCCNc1oc(-c2cccc(Cl)c2)nc1C#N	-10	1.1	-2	0	i	2	3	1	-8
Cc1ccc(NC(=O)NC(=O)COc2ccccc2C(N)=O)c(C)c1	-1	0.1	-13	-2	i	1	0	-2	8
COc1ccc(NC(=O)N2CCc3cc(OC)c(OC)cc3C2)cc1	-3	0.6	-4	-6	i	-3	5	0	7
Cc1nc(C#N)c(N/N=C/c2c(F)cccc2Cl)o1	-1	2.0	-6	-3	i	-5	-5	1	-20
CCOC(=O)c1ccc(NC(=O)N2CCN(C(=O)C3CCCO3)CC2)cc1 (stereo not given)	-4	-0.2	1	-4	i	-3	2	3	-2
CC(C)(C)C1C/C(=C/c2ccco2)C(=O)/C(=C/c2ccco2)C1 (stereo not given)	-1	1.2	-47	-11	nt	-8	6	41*	-64
Cc1ccc(OCC(=O)Nc2cc(NC(=O)COc3ccc(C)c(C)c3)cc(C(=O)O)c2)cc1C	24	-1.3	-4	2	i	0	1	3	-5
Cc1nn(C)cc1CN(C)C(=O)c1sc2cccc(Cl)c2c1Cl	2	-0.3	-4	-2	i	2	3	1	3
COc1cccc(-c2nnc(-c3ccc(C(F)(F)F)cc3)o2)c1OC	18	0.0	9	-2	i	-1	3	-1	4
Cc1cccc2cccnc12	-2	-0.3	-2	-3	i	-2	1	0	-3
COc1ccc(N=Cc2c(O)ccc3ccccc23)cc1	-3	0.7	-78	-3	nt	1	-4	51*	-148
Cc1cccc2nc(CSCc3ccco3)cn12	-4	0.7	9	-1	i	-7	1	14	44*
Cc1ccc2nc(NC(=O)COC(=O)c3ccc(Br)o3)sc2c1	9	0.8	-6	1	i	-2	-2	-2	14

Printed as active in CSN deneddyl inh (from the list above):
canonical_smiles | MsrA inh | E coli Lon inh | bovine MsrA act | Rpn11 inh | MT1-MMP act inh | Rin1 Abl inh | CSN deneddyl inh | PABP1 MLLE inh
CC(C)(C)C1C/C(=C/c2ccco2)C(=O)/C(=C/c2ccco2)C1 (stereo not given) | 1.2 | -47 | -11 | nt | -8 | 6 | 41* | -64
COc1ccc(N=Cc2c(O)ccc3ccccc23)cc1 | 0.7 | -78 | -3 | nt | 1 | -4 | 51* | -148

5 successive records from above, for reference:
SMILES	FAS-TE inh	MsrA inh	E coli Lon inh	bovine MsrA act	Rpn11 inh	MT1-MMP act inh	Rin1 Abl inh	CSN deneddyl inh	PABP1 MLLE inh
COc1cccc(-c2nnc(-c3ccc(C(F)(F)F)cc3)o2)c1OC	18	0.0	9	-2	i	-1	3	-1	4
Cc1cccc2cccnc12	-2	-0.3	-2	-3	i	-2	1	0	-3
COc1ccc(N=Cc2c(O)ccc3ccccc23)cc1	-3	0.7	-78	-3	nt	1	-4	51*	-148
Cc1cccc2nc(CSCc3ccco3)cn12	-4	0.7	9	-1	i	-7	1	14	44*
Cc1ccc2nc(NC(=O)COC(=O)c3ccc(Br)o3)sc2c1	9	0.8	-6	1	i	-2	-2	-2	14
